LMPTP inh: LMPTP (human) inhibition. 0.22% of 360,000 active. recombinant LMPTP-A, OMFP fluorogenic substrate, fluorescence intensity. inhibition, % at 20 µM;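 active = compounds that cut the enzyme signal by at least half of the control window in the single-dose screen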;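 note: plate controls were DMSO wells with enzyme plus substrate for no effect and substrate without enzyme for full effect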
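material = LMPTP-A | quantity = 0.625 nM enzyme | reagent = OMFP substrate, 400 µM final | buffer or medium = Bis-Tris pH 6.0, DTT, detergent | detection = endpoint fluorescence intensity from OMFP dephosphorylation | dosing = single 20 µM dose | read-out basis = % inhibition relative to no-enzyme and uninhibited control wells | control set = no-enzyme and uninhibited controls | timing = 50 min at room temperature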
STEP inh: blocks human striatal-enriched tyrosine phosphatase; P54829; recombinant STEP, OMFP fluorogenic substrate, fluorescence; inhibition, % at 20 µM; 0.25% of 360,000 active; AID 588621;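 active = inhibition at 20 µM, scaled per plate between control wells, above about 37%, limit read from the data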;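 note: 0% = DMSO with enzyme and substrate and 100% = substrate only without enzyme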
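Material: STEP (striatal-enriched tyrosine phosphatase) enzyme, cell-free | Medium: 50 mM Bis-Tris pH 6.0 with 2.5 mM DTT and 0.005% Tween 20 | Read-out: Percent inhibition scaled to no-enzyme and uninhibited-enzyme controls, plate-pattern corrected | Signal: Fluorescence read at 480 nm ex / 540 nm em | Times: 20 min reaction, room temperature, in the dark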
DNMT1 block: DNMT1 (human) enzyme inhibition; P26358; inhibition (reported as % activation of signal), % at 10 µM; 0.83% of 360,000 active; DNMT1 molecular beacon, Hinp1I cleavage, fluorescence; in the data active = inhibition above about 50%
SKN-1 block: blocks SKN-1 activity in C. elegans; C. elegans VP596 Pgst-4::GFP/RFP ratio, acrylamide-induced, 24 h; inhibition, % at 21.8 µM; 0.49% of 360,000 active; AID 624304;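 active = interference check ratio from 0.5 to 1.5 plus GFP to RFP signal ratio inhibition reaching or exceeding a fixed threshold, cut at about 30% in these data, passing the limit was not always enough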; note: some compounds called inactive have numbers as strong as hits
CendR NRP1 mod: modulators of CendR peptide binding to human neuropilin-1; FAM-RPARPAR peptide binding to NRP-1, fluorescence polarization; inhibition, % at 25 µM; 0.85% of 360,000 active; AID 602438;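 active = inhibition or corrected inhibition above about 18%, plus a signal ratio from 0.5 to 1.5, limit read from the data, passing the limit was not always enough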; note: strong numbers were not always called active
Target sequence (O14786 whole entry, looked up): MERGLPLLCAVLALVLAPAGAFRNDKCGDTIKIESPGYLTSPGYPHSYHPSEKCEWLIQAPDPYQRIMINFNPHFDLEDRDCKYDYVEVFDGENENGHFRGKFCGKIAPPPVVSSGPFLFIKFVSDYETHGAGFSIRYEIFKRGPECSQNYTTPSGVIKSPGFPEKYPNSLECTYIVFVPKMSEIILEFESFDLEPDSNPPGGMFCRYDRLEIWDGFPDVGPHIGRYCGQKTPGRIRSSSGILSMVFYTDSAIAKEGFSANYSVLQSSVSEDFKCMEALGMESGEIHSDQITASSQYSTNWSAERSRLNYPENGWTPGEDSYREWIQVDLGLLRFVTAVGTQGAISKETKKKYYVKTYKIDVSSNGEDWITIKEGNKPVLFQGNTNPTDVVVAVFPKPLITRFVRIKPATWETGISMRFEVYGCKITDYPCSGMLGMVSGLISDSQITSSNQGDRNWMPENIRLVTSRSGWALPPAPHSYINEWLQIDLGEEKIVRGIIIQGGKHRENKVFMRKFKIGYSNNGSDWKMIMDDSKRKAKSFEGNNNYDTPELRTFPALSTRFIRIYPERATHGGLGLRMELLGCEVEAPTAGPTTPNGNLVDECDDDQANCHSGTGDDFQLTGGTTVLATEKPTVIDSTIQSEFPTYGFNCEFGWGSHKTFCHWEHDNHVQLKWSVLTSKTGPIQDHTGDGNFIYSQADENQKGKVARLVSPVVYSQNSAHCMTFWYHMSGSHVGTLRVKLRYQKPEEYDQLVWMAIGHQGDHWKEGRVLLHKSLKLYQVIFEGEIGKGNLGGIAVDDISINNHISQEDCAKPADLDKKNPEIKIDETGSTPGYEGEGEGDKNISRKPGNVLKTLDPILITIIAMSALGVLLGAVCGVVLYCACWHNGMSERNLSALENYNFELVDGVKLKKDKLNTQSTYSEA
Rpn11 block: blocks the human proteasome subunit Rpn11; calls only at 20 µM; 0.59% of 360,000 active; human 26S proteasome, Ub4-pepOG fluorescence polarization; 20S core pre-blocked with epoxomicin; AID 588493; O00487;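 active = inhibition at 20 µM, scaled to each plate's controls, above about 33%, limit read from the data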
Scp1 inh: Scp-1 (human) phosphatase inhibition; Q9GZU7; Recombinant Scp1, phosphopeptide, malachite green phosphate absorbance; inhibition, % at 20 µM; 0.88% of 340,000 active; AID 493091;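 active = inhibition above about 50% at 20 µM, limit read from the data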;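 note: plate controls were DMSO wells with enzyme for no effect and wells lacking enzyme for full effect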
Target sequence (Q9GZU7 76-261 limits assumed): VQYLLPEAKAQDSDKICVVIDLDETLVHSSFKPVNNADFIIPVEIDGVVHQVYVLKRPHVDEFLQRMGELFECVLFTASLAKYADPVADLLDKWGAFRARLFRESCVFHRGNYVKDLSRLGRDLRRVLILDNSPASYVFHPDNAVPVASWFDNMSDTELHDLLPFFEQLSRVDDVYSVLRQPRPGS
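Incubation: 45 min enzyme reaction at room temperature / System: truncated SCP-1 phosphatase (76-261aa) / Reagent: Phospho 17-mer peptide substrate / Buffer or medium: Acidic Tris acetate buffer with magnesium and detergent / Signal: absorbance at 630 nm / Doses: one concentration, 20 µM, with 1.0% DMSO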
MT1-MMP act inh: MT1-MMP (human) activation inhibition; P50281; HT1080 RFP-PRO-GFP cells, GFP/RFP ratio fluorescence, overnight; percent of plate control window, DMSO zero; 0.061% of 360,000 active; GFP/RFP ratio change, % at 20 µM;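 active = GFP/RFP ratio change of at least 30% with cell ATP level not reduced by more than half and red fluorescence within 50% of control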; note: strong numbers were not always called active
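Material: RFP-PRO-GFP reporter HT1080 cells. Dosing: single-point 20 µM compound, 1% DMSO. Controls: DMSO and RFP-L50D-GFP cell wells. Timing: cells overnight before dosing, compound overnight, 37 °C, 5% CO2. Measure: GFP/RFP fluorescence ratio.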
SUMO1 PPI mod: alters human SUMO1 binding to SIM partners; P63165; SUMO1 binding to a labelled peptide, TR-FRET, 1 h; inhibition, % at 20 µM; 0.33% of 360,000 active; AID 602429; in the data active = inhibition above about 37%
NadD block: NadD (S. aureus) enzyme inhibition; 0.78% of 360,000 active; inhibition, % at 20 µM; purified NadD enzyme, colorimetric absorbance read-out; in the data active = inhibition above about 26%; note: some compounds past the cut are filed as inactive
An asterisk follows results filed as active.

`COc1ccc(C(CNC(=O)c2cccc(S(=O)(=O)NCc3ccccc3)c2)N2CCOCC2)cc1` (stereo not given) gave LMPTP inh 0.5, STEP inh -3, DNMT1 block -1, SKN-1 block -2, CendR NRP1 mod 9, Rpn11 block inactive, Scp1 inh -1, MT1-MMP act inh 10, SUMO1 PPI mod 2 and NadD block -6.
`CC(C)SCc1nc2ccccc2[nH]1` gave LMPTP inh 1.8, STEP inh 1, DNMT1 block 2, SKN-1 block -2, CendR NRP1 mod -12, Rpn11 block inactive, Scp1 inh -4, MT1-MMP act inh -3, SUMO1 PPI mod -1 and NadD block 8.
Nc1nc(SCC(=O)c2ccc(Br)s2)n[nH]1 was read as LMPTP inh 4.8, STEP inh 3, DNMT1 block 6, SKN-1 block 5, CendR NRP1 mod -3, Rpn11 block inactive, Scp1 inh -2, MT1-MMP act inh 0, SUMO1 PPI mod -2 and NadD block -1.
Screening CC(=O)Nc1ccc2c(c1)nc(CN1CCCC1)n2C returned LMPTP inh -0.7, STEP inh 2, DNMT1 block 9, SKN-1 block 13, CendR NRP1 mod -12, Rpn11 block inactive, Scp1 inh -6, MT1-MMP act inh -4, SUMO1 PPI mod -3 and NadD block 0.
For CN(C)C(=O)Nc1ccc(F)cc1F the results were LMPTP inh -1.0, STEP inh 1, DNMT1 block -1, SKN-1 block 7, CendR NRP1 mod 0, Rpn11 block inactive, Scp1 inh -9, MT1-MMP act inh 6, SUMO1 PPI mod -2 and NadD block -2.
Screening CCOC(=O)C1(CCc2ccccc2)CCN(C(=O)C2CCCO2)CC1 (stereo not given) returned LMPTP inh -0.1, STEP inh 5, DNMT1 block 4, SKN-1 block 7, CendR NRP1 mod -2, Rpn11 block inactive, Scp1 inh -6, MT1-MMP act inh 2, SUMO1 PPI mod -1 and NadD block 3.
For CC12CCC(=O)N1C(C(=O)Nc1ccccc1N1CCCC1)CS2 (stereo not given) the results were LMPTP inh -9.2, STEP inh 3, DNMT1 block -2, SKN-1 block 11, CendR NRP1 mod -1, Rpn11 block inactive, Scp1 inh -9, MT1-MMP act inh -3, SUMO1 PPI mod -36 and NadD block -2.
Cc1cc(C)n2c(SCc3ccc(Cl)cc3Cl)nnc2n1 was read as LMPTP inh 1.1, STEP inh 4, DNMT1 block 4, SKN-1 block -2, CendR NRP1 mod -8, Rpn11 block inactive, Scp1 inh -4, MT1-MMP act inh 3, SUMO1 PPI mod 0 and NadD block -2.
Screening COc1ccc(C(CC(=O)O)NS(=O)(=O)c2ccc3c(c2)NC(=O)CO3)cc1 (stereo not given) returned LMPTP inh -1.7, STEP inh 1, DNMT1 block -2, SKN-1 block 16, CendR NRP1 mod 12, Rpn11 block inactive, Scp1 inh -6, MT1-MMP act inh -7, SUMO1 PPI mod 9 and NadD block 2.
Screening COc1ccc(N2CCN(c3nc4ccc(C)cn4c(=O)c3C=O)CC2)cc1 returned LMPTP inh -0.4, STEP inh 1, DNMT1 block 3, SKN-1 block -10, CendR NRP1 mod -7, Rpn11 block inactive, Scp1 inh -4, MT1-MMP act inh 0, SUMO1 PPI mod -18 and NadD block -3.
For CSc1cccc(NC(=O)CSc2ccc(C)cc2)c1 the results were LMPTP inh 0.7, STEP inh -4, DNMT1 block 0, SKN-1 block -40, CendR NRP1 mod 7, Rpn11 block inactive, Scp1 inh -14, MT1-MMP act inh 5, SUMO1 PPI mod -1 and NadD block 3.
For COc1cccc(NC(=O)C2(C)CCN2C(C)C)c1OC (stereo not given) the results were LMPTP inh -3.1, STEP inh 0, DNMT1 block 7, SKN-1 block -7, CendR NRP1 mod -6, Rpn11 block inactive, MT1-MMP act inh 0, SUMO1 PPI mod -1 and NadD block 1.
COc1ccc2[nH]c(=O)c(CN(Cc3cccnc3)C(=O)Nc3ccccc3)cc2c1 was read as LMPTP inh -0.8, STEP inh 0, DNMT1 block 0, SKN-1 block 24, CendR NRP1 mod 0, Rpn11 block inactive, Scp1 inh 3, MT1-MMP act inh 3, SUMO1 PPI mod 2 and NadD block -4.
`CCOC(=O)c1c(C)[nH]c(C(=O)CN2CCN(CC)CC2)c1C` gave LMPTP inh -3.4, STEP inh 4, DNMT1 block 23, SKN-1 block -2, CendR NRP1 mod -3, Rpn11 block inactive, Scp1 inh -13, MT1-MMP act inh 1, SUMO1 PPI mod -2 and NadD block -3.
`O=Cc1coc2ccc3ccccc3c2c1=O` gave LMPTP inh 0.6, STEP inh 2, DNMT1 block 3, SKN-1 block 14, CendR NRP1 mod -160, Rpn11 block inactive, Scp1 inh -5, MT1-MMP act inh -10, SUMO1 PPI mod 26 and NadD block 7.

Structural class, the compounds so far with two or more sulfur atoms (two)
Nc1nc(SCC(=O)c2ccc(Br)s2)n[nH]1 was read as LMPTP inh 4.8, STEP inh 3, DNMT1 block 6, SKN-1 block 5, CendR NRP1 mod -3, Rpn11 block inactive, Scp1 inh -2, MT1-MMP act inh 0, SUMO1 PPI mod -2 and NadD block -1.
For CSc1cccc(NC(=O)CSc2ccc(C)cc2)c1 the results were LMPTP inh 0.7, STEP inh -4, DNMT1 block 0, SKN-1 block -40, CendR NRP1 mod 7, Rpn11 block inactive, Scp1 inh -14, MT1-MMP act inh 5, SUMO1 PPI mod -1 and NadD block 3.

(cont.)
For Cn1c(=O)n(C)c2cc(S(=O)(=O)Nc3cc(Cl)ccc3O)ccc21 the results were LMPTP inh 0.6, STEP inh -3, DNMT1 block -4, SKN-1 block -1, CendR NRP1 mod 2, Rpn11 block inactive, Scp1 inh 19, MT1-MMP act inh -4, SUMO1 PPI mod 1 and NadD block -2.
For O[C@H]1C[C@H](c2ccccc2)N(Cc2cccs2)C[C@@H]1n1cc(-c2ccc(F)cc2)nn1 the results were LMPTP inh 2.5, STEP inh 1, DNMT1 block -15, SKN-1 block 1, CendR NRP1 mod 4, Rpn11 block inactive, MT1-MMP act inh 0, SUMO1 PPI mod 0 and NadD block -1.
CCOc1ccc(NC2=C(Cl)C(=O)N(Cc3ccccc3)C2=O)cc1 was read as LMPTP inh 3.5, STEP inh -1, DNMT1 block 0, SKN-1 block 6, CendR NRP1 mod 8, Rpn11 block inactive, Scp1 inh -8, MT1-MMP act inh 10, SUMO1 PPI mod -7 and NadD block -2.
For COc1ccc(-n2cccc2C=O)cc1OC the results were LMPTP inh -1.3, STEP inh -2, DNMT1 block 1, SKN-1 block -11, CendR NRP1 mod -1, Rpn11 block inactive, Scp1 inh -2, MT1-MMP act inh 2, SUMO1 PPI mod -4 and NadD block 3.
Cc1cccc(OCC(=O)Nc2ccc3c(c2)nc(CCN2CCC(C)CC2)n3C)c1 was read as LMPTP inh 18, STEP inh 4, DNMT1 block -1, SKN-1 block -1, CendR NRP1 mod 17, Rpn11 block inactive, Scp1 inh -7, MT1-MMP act inh 2, SUMO1 PPI mod 1 and NadD block -10.
`CSc1ccc(NC(=O)C2(C)CCN2C(=O)c2ccccc2CCc2ccccc2)cc1` (stereo not given) gave LMPTP inh 3.3, STEP inh -3, DNMT1 block -8, SKN-1 block 11, CendR NRP1 mod 42*, Rpn11 block inactive, MT1-MMP act inh 2, SUMO1 PPI mod 7 and NadD block -1.
`Cc1cccc(C)c1Nc1nnc(SC/C(O)=C(\C#N)c2nc3ccccc3[nH]2)s1` gave LMPTP inh 0.5, STEP inh 2, DNMT1 block -18, SKN-1 block -3, CendR NRP1 mod -15, Rpn11 block inactive, Scp1 inh 1, MT1-MMP act inh -11, SUMO1 PPI mod 20 and NadD block 32*.
O=C(Cn1cnc2ccccc2c1=O)N1CCN(Cc2ccc3c(c2)OCO3)CC1 was read as LMPTP inh -1.4, STEP inh -3, DNMT1 block 0, SKN-1 block 1, CendR NRP1 mod 17, Rpn11 block inactive, Scp1 inh 4, MT1-MMP act inh -2, SUMO1 PPI mod -2 and NadD block -1.
For COc1cc(/C=N/NC(=O)c2cc(-c3ccccc3Cl)nc3ccccc23)cc(OC)c1O the results were LMPTP inh 1.9, STEP inh 1, DNMT1 block -5, SKN-1 block 3, CendR NRP1 mod 12, Rpn11 block inactive, Scp1 inh -3, MT1-MMP act inh -2, SUMO1 PPI mod -4 and NadD block 15.
For COC(=O)c1ccc(N2C(=O)CC(N3CCN(C(=O)c4ccco4)CC3)C2=O)cc1 (stereo not given) the results were LMPTP inh -1.1, STEP inh -1, DNMT1 block 1, SKN-1 block -8, CendR NRP1 mod 1, Rpn11 block inactive, Scp1 inh 0, MT1-MMP act inh 6, SUMO1 PPI mod -4 and NadD block -5.
CN(C)Cc1cc(O)c(CN(C)C)cc1O was read as LMPTP inh -2.6, STEP inh 8, DNMT1 block -4, SKN-1 block 7, CendR NRP1 mod 6, Rpn11 block inactive, Scp1 inh -8, MT1-MMP act inh -5, SUMO1 PPI mod 0 and NadD block 13.
`Cc1cc2nnc(SC3CCOC3=O)n2c2ccccc12` (stereo not given) gave LMPTP inh -1.6, STEP inh 0, DNMT1 block 8, SKN-1 block -17, CendR NRP1 mod -11, Rpn11 block inactive, Scp1 inh 6, MT1-MMP act inh 1, SUMO1 PPI mod 1 and NadD block -4.
For N#Cc1c2ccc(OCC(N)=O)cc2n2ccccc12 the results were LMPTP inh 0.8, STEP inh 5, DNMT1 block 1, SKN-1 block 9, CendR NRP1 mod 1, Rpn11 block inactive, Scp1 inh -5, MT1-MMP act inh -8, SUMO1 PPI mod -4 and NadD block 5.
Nc1ccc(Oc2ccc(N)c([N+](=O)[O-])c2)cc1[N+](=O)[O-] was read as LMPTP inh 3.1, STEP inh 2, DNMT1 block -6, SKN-1 block 12, CendR NRP1 mod 3, Rpn11 block inactive, MT1-MMP act inh 5, SUMO1 PPI mod -50 and NadD block -6.
Cn1ccc(-c2cc(C(=O)O)c3ccccc3n2)n1 was read as LMPTP inh -1.3, STEP inh -2, DNMT1 block 1, SKN-1 block -4, CendR NRP1 mod 4, Rpn11 block inactive, Scp1 inh -1, MT1-MMP act inh 0, SUMO1 PPI mod -5 and NadD block -4.
Screening COc1ccc(C(=O)Nn2c(SCC(=O)NC3CCCCC3)nc3ccccc3c2=O)cc1 returned LMPTP inh -0.2, STEP inh 4, DNMT1 block 0, SKN-1 block 8, CendR NRP1 mod -4, Rpn11 block inactive, Scp1 inh -9, MT1-MMP act inh 9, SUMO1 PPI mod 15 and NadD block 10.
CN(C)c1ccc(CNC(=O)C2(C)Cc3c(-c4ccccc4)ccnc3O2)cc1 (stereo not given) was read as LMPTP inh -1.8, STEP inh 0, DNMT1 block 1, SKN-1 block 3, CendR NRP1 mod -9, Rpn11 block inactive, MT1-MMP act inh -3, SUMO1 PPI mod 7 and NadD block -7.

Compound activity (PubChem BioAssay)
